Screening results deposited in PubChem BioAssay by National Center for Advancing Translational Sciences (NCATS).
APEX1 inh: blocks human APE1 abasic DNA cleavage. P27695. recombinant APE1, TAMRA/BHQ-2 abasic DNA cleavage fluorescence. Potency, µM (series often up to 65.8 µM), for inactives: top-dose activity change, negative = inhibition, hits mostly inhibitors. hit rate 0.35% among 350,000. AID 2517;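 also: potency is read from the fitted curve at half-maximal effect; plate controls were vehicle for no effect and reference inhibitor for full effect; nearly all actives have a fitted effect of over 55% in size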
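APE1 at 0.75 nM final was preincubated with compound 15 min at room temperature, then 50 nM double-stranded THF abasic-site substrate (5'-TAMRA/3'-BHQ-2) was added. Fluorescence (ex 525/em 598 nm) was read kinetically; third-minus-first read gave activity.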
LDHA inh: blocks human lactate dehydrogenase A | P00338 | purified LDHA, NADH/diaphorase-resazurin fluorescence; active compounds read low | activity change, % (values are at about 110 or 230 µM) | hit rate 0.15% among 480,000 | AID 1347041; in the data active = activity change below about -30%; inconclusive = mostly about -25% to -30%;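 also: plate controls were DMSO wells for no effect and wells without enzyme for full effect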
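Enzyme activity of human lactate dehydrogenase 5 (2 nM; 0.06 mM NADH, 0.2 mM pyruvate, 5 min, RT) is measured via a resazurin/diaphorase fluorescence readout of residual NADH.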
Anesthetic bind: candidate novel general anesthetic via apoferritin binding; P02791; apoferritin/1-aminoanthracene competitive binding, fluorescence; Potency, µM (top dose mostly 77.5 µM), inactives show at the highest dose activity change, negative = displacement, actives largely listed as inhibitors; hit rate 0.074% among 350,000; AID 485281; also: potency is read from the fitted curve at half-maximal effect; % is scaled to controls: 0 for no effect and ±100 for the full control effect; nearly all actives have a fitted effect of over 20% in size
Target sequence (P02791 2-175 limits assumed): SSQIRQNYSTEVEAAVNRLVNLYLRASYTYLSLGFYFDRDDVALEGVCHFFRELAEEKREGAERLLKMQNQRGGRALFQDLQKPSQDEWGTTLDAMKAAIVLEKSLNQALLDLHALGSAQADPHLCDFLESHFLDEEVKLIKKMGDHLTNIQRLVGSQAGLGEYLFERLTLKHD
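Read-out: endpoint 1-AMA fluorescence, excitation 380 nm and emission 535 nm, after compounds sit 10 min at room temperature with 10 uM horse-spleen apoferritin in 50% saturated 1-AMA/PBS. Values come from four-parameter Hill fits.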
12-LOX inh: inhibitors of human 12S-lipoxygenase ALOX12; P18054; purified 12hLO, xylenol orange hydroperoxide absorbance; Potency, µM (series often up to 108 µM), without a hit: at the highest dose activity change, negative = inhibition, usual class: inhibitors; hit rate 1.1% among 580,000; AID 1671190; also: potency is read from the fitted curve at half-maximal effect; % is scaled to controls: 0 for no effect and ±100 for the full control effect
Target sequence (P18054 whole entry, looked up): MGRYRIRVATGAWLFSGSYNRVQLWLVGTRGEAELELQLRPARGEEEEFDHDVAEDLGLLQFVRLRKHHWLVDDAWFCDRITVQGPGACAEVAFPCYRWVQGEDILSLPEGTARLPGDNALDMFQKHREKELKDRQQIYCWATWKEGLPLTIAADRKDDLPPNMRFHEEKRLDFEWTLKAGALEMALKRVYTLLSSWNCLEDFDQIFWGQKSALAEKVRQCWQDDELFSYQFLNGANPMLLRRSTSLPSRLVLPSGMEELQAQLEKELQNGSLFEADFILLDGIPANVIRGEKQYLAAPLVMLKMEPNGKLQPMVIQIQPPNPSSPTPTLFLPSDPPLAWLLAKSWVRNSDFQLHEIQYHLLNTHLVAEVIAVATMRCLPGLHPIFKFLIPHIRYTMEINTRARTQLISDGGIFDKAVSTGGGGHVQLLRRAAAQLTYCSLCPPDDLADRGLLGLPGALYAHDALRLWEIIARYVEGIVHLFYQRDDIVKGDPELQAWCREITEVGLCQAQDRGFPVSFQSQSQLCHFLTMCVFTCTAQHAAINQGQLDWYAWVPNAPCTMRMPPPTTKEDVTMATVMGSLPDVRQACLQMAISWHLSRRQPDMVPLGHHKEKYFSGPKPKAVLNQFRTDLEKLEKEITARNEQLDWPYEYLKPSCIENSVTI
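Hydroperoxide product was detected by ferrous iron/xylenol orange as the 573 to 405 nm absorbance ratio. Arachidonic acid at 40 uM (final) was turned over for 30 min at room temperature by 150 nM human 12hLO, pH 7.0 Hepes buffer, after 15 min compound preincubation.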
ERG Ets-DNA blk: ERG Ets/DNA interaction inhibition | Potency, µM (top dose mostly 76.9 µM), for the others: at the top dose FP activity, negative = inhibition, usual class: inhibitors | hit rate 0.028% among 370,000 | AID 624246 | fluorescence polarization, His-ERG Ets domain / labelled DNA; active = well fitted inhibition curve with a large enough effect in the polarisation, with a control signal flat; inconclusive = small, poorly fitted or top-dose-only effect, or effect the other way, or a change in a side signal; inactive = no such curve, though single readings can be large or run the other way; the % refers to the polarisation;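 also: polarization taken with two DNA probes labelled with fluorescein and Texas red; potency is read from the fitted curve at half-maximal effect; % of control where 0% means no effect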
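His-tagged ERG Ets domain (1 uM in the protein solution; 300mM KCl, 50mM Tris-HCl, 1mM EDTA, 1mM DTT, pH 7.5) received compound, then a probe mix of 5 nM fluorescein-DNA and 100nM Texas-615-DNA. Fluorescence polarization was read for both dyes.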
RGS4 inhibitor: human RGS4 inhibition; P49798; Transcreener GDP fluorescence polarization, RGS4-accelerated GTP hydrolysis; Potency, µM (doses to about 114 µM), for inactives: top-dose activity change, negative = inhibition, most hits filed as inhibitors; hit rate 0.039% among 390,000; AID 504845; also: potency is read from the fitted curve at half-maximal effect; % is scaled to controls: 0 for no effect and ±100 for the full control effect; nearly all actives have a fitted effect of over 75% in size; some results filed as inactive show a strong effect at the top dose
Target sequence (P49798 whole entry, looked up): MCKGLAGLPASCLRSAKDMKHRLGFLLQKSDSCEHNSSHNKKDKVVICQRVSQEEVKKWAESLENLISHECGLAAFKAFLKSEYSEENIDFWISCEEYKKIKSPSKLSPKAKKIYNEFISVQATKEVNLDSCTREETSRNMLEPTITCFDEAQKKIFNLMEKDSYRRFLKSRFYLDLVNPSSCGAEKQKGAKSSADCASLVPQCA
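MLSMR compounds (23 nl, pin-transferred) preincubated 10 min at room temperature with a 500nM (2x) first reagent, then RGS4 at 900nM (2x) plus Transcreener GDP mix added; fluorescence polarization (620/688 nm) read before and after 90 min at 30 °C.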
Pol beta inh: inhibitors of human DNA polymerase beta; Pol beta primer extension/strand displacement, fluorescence kinetic; Potency, µM (series often up to 114 µM), for the others: at the highest dose activity change, negative = inhibition, hits mostly inhibitors; hit rate 1.3% among 340,000; AID 485314; also: potency is read from the fitted curve at half-maximal effect; % is scaled to controls: 0 for no effect and ±100 for the full control effect
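Kinetic readout of DNA synthesis with strand displacement by Pol beta. Compound and 10 nM enzyme sit 15 min at room temperature; 50 nM substrate starts the reaction, read immediately and at 10 min.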
Pol eta inh: blocks human DNA polymerase eta activity; hit rate 1.2% among 390,000; Potency, µM (highest dose often 114 µM), inactives show at the highest dose activity change, negative = inhibition, hits mostly inhibitors; AID 588591; recombinant Pol eta, fluorescent DNA replication assay; Q9Y253; also: potency is read from the fitted curve at half-maximal effect; % is scaled to controls: 0 for no effect and ±100 for the full control effect
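Fluorescent replication assay: 50 nM final substrate added after a 15 min room-temperature compound preincubation with 10 nM enzyme. Signal taken at 0 min and again at 10 min.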
POLK inh: inhibitors of human DNA polymerase kappa. purified Pol kappa, fluorescent DNA synthesis assay, 10 min. hit rate 0.53% among 400,000. Q9UBT6. Potency, µM (highest dose often 107 µM), without a hit: at the top dose activity, negative = inhibition, hits mostly inhibitors. AID 588579; also: potency is read from the fitted curve at half-maximal effect; % is scaled to controls: 0 for no effect and ±100 for the full control effect
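Readout: fluorescence, taken kinetically at 0 and 10 min. Conditions: 10 nM Pol kappa, 15 min RT compound preincubation, 50 nM substrate final. Controls: enzyme-free buffer wells.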
The depositor's hits bear a star; ? = inconclusive; / = not tested or not shown; & = joins results of further samples; [ ] = another dose, or the depositor's remark. Unless noted, calls follow the shape of the dose curve; as a rule, active = well fitted curve in the direction sought with a large enough effect; inconclusive = small, poorly fitted or top-dose-only effect, or another doubt; inactive = no such curve, though single readings can be large; an effect the other way counts as inactive or inconclusive. An excerpt; the hit share may differ from the screen's.

no. | canonical_smiles | POLK inh | Pol eta inh | Pol beta inh | RGS4 inhibitor | LDHA inh | ERG Ets-DNA blk | Anesthetic bind | 12-LOX inh | APEX1 inh
1 | Cc1ccccc1NC(=O)c1cc2c([nH]c1=O)CC(C)(C)CC2=O | -4% | -5% | 0% | 8% | -9 | 1% | -2% | 8% | /
2 | Cc1ccc(C)c(NC(=O)CN(C)C(=O)c2cccc(N3C(=O)CCC3=O)c2)c1 | 9% | -1% | / | 19% | -7 | 8% | / | ? | -5%
3 | CC(=O)c1cccc(NCC(=O)c2ccc(C)c([N+](=O)[O-])c2)c1 | 3% | -23% | 38% | -42% | 3 | 5% | -9% | ? | 8%
4 | Cc1cc(OCC(=O)NCCCn2ccnc2)c2c(C)c(C)c(=O)oc2c1 | 10% | -12% | -23% | 12% | -2 | 4% | -9% | 28% | 35%
5 | CC(C)C(NC(=O)C12CC3CC(CC(C3)C1)C2)C(=O)N/N=C/C1=C(N2CCOCC2)C(=C\c2cccc([N+](=O)[O-])c2)/CC1 (centres undefined) | -2% | -12% | -22% | ? | -2 | / | -2% | -24% | -3%
6 | Cc1ccc(S(=O)(=O)NC(C)(C)CSc2nncn2N)cc1 | 3% | -25% | 15% | -6% | 0 | -2% | -6% | ? | 0%
7 | CCOC(=O)c1ccc(N2C(=O)CC(SCC(=O)Nc3ccc(S(N)(=O)=O)cc3)C2=O)cc1 (centres undefined) | -7% | -8% | 3% | -39% | -11 | 7% | -10% | 5% | -3%
8 | Cc1cccc(S(=O)(=O)Nc2nc3ccccc3nc2OC(C)C)c1 | -7% | -13% | 29% | -22% | -3 | 15% | -2% | 8% | 12%
9 | Cc1ccccc1CC(=O)Nc1ccc2c(c1)CCC2 | 6% | -20% | 32% | -6% | -6 | -3% | -21% | ? | 6%
10 | CC(C)(C)C1=C[C@@H](CO)C[C@@H](CO)C1 | -2% | 1% | 6% | 14% | -7 | 9% | 7% | -11% | 12%
11 | N#Cc1nc(-c2ccco2)oc1NCc1ccccc1Cl | 4% | -17% | 2% | -19% | 3 | 11% | 1% | ? | -5%
12 | O=C(O)c1ccc(Cl)c(S(=O)(=O)NCc2cccnc2)c1 | 16% | -13% | 22% | -25% | -1 | 4% | -1% | 15% | 17%
13 | O=C(CC1C(=O)CCCC1=O)c1ccccc1 | 3% | -6% | -17% | -30% | 3 | 0% | -6% | -24% | -4%
14 | COc1ccc(CCNC(=O)c2c(C)oc3ncn(CC(C)C)c(=O)c23)cc1OC | 0% | -15% | -1% | -13% | -4 | 6% | -11% | -13% | /
15 | O=C(Nc1cc([N+](=O)[O-])ccc1O)NC1CCS(=O)(=O)C1 (centres undefined) | -6% | -5% | / | -5% | -19 | -5% | / | 31%[activator] | -1%
16 | O=C(CS(=O)Cc1ccccc1Cl)Nc1ccccc1Cl (centres undefined) | -6% | -18% | 10% | -15% | -5 | -12% | -17% | -1% | 1%
17 | CCOC(=O)c1ccccc1NC(=O)CCNC(=O)Cn1cnc2ccccc2c1=O | 8% | -12% | 40% | -27% | -3 | 5% | -10% | 0% | -1%
18 | Cc1cc(=O)[nH]c2nnc(SCc3cccc(C(F)(F)F)c3)n12 | 0%[60.1 µM] | -13% | -6% | 2% | 1 | -1% | -8% | -18% | /
19 | CCC(C)NC(=O)C(Sc1ccccc1)c1ccccc1 (centres undefined) | 0% | -9% | -4% | -43% | -1 | 1% | -6% | -2% | 2%
20 | CCn1nnnc1NCc1ccc(N2CCCC2)cc1 | -7% | -7% | -19% | -5%[11.4 µM] | 10 | -1% | -4% | ? | 5%
21 | Cc1ccccc1CSc1nnc(-c2cnccn2)n1C | -9% | -10% | -28% | 5% | -6 | -6% | -7% | ? | -2%
22 | COc1ccccc1-c1nnc(SCC(=O)NC2CCS(=O)(=O)C2)n1CCc1ccccc1 (centres undefined) | 0% | -15% | 14% | -3% | -1 | -6% | -4% | -12% | -1%
23 | C=CCc1cccc(Cl)c1OCCON1C(=O)CCC1=O | -14% | -12% | -7% | -8% | -3 | -1% | -12% | -24% | 1%
24 | COc1ccc(C(=O)Nc2cccc(C(=O)OCc3cc(=O)n4nc(C5CC5)sc4n3)c2)cc1 | -12%[60.1 µM] | -10% | ? | -25% | -11 | -5% | -7% | -35% | /
25 | CCOc1ccc2c(c1)c(=O)c(S(=O)(=O)c1ccc(CC)cc1)cn2CC | -17% | -19% | 0% | 11% | -18 | -2% | ? | -22% | /
26 | COc1cccc(NC(=S)NNC(=O)Cn2nc(C(F)F)cc2C(F)F)c1 | -13% | -13% | 18% | -28% | -5 | 5% | -5% | ? | -4%
27 | Cc1cc(C)n(CC(O)Cn2c3ccc(Br)cc3c3cc(Br)ccc32)c(=O)n1 (centres undefined) | -12% | 0% | 8% | -20% | -1 | / | ? | -10% | 14%
28 | O=C(c1ccc(Cl)c(Cl)c1)c1cc(-c2ccccn2)c(N2CCOCC2)s1 | -5% | ? | 0% | -11% | 0 | -1% | 90%[activator] | -27% | 1%
29 | Cc1cc(NCCN2CCOCC2)n2ncc(-c3ccccc3)c2n1 | -5% | -17% | 35% | ? | -14 | -6% | -10% | 16% | -6%
30 | Cc1ccnc(NC(=O)Cc2ccc(-c3ccccc3)cc2)c1 | 2% | -14% | 0% | -10% | 0 | -1% | ? | 0% | -29%
31 | CC(C)c1ccccc1N=C1SCCCN1C(=O)c1cccc(N2C(=O)CCC2=O)c1 | -4% | -3% | / | -30% | -3 | -5% | / | ? | 4%
32 | COc1ccc(CCNC(=O)CSCc2nc(-c3cccc(C)c3)oc2C)cc1OC | -7% | -13% | 0% | -12% | -5 | 0% | -7% | 2% | /
33 | Cc1cccc(NC(=O)CN2C(=S)NC(C)(C)CC2C)c1 (centres undefined) | -6% | 2% | -3% | -30% | -5 | 9% | -8% | ? | -1%
34 | COc1ccc(/C=N/NC(=O)c2ccncc2)cc1CN1CCOCC1 | 6% | -18% | -9% | -14% | -6 | 1% | -6% | 69%[activator] | -2%
35 | COC(=O)[C@@H](Cc1c[nH]c2ccccc12)NC(=O)c1ccc2c(c1)OCO2 | 7% | -8% | -1% | -12% | 2 | 10% | -3% | ? | 5%
36 | CNC(=O)[C@H]1O[C@@H](n2cnc3c(NCc4cccc(I)c4)nc(Cl)nc32)[C@H](O)[C@@H]1O | -13% | -14% | / | ? | -6 | -20% | ? | ? | 2%&12%
37 | CCc1ccc(C2CC(=O)NC(NC(=O)c3ccc(C(C)(C)C)cc3)=N2)cc1 (centres undefined) | 7% | -1% | 16% | -10% | -2 | 2% | 9% | -16% | /
38 | Cc1cc(NC(=O)c2cc(-c3ccc(Br)cc3)on2)nn1Cc1ccc(Cl)cc1 | -7% | 2% | 35%[activator] | -1% | -4 | -4% | 0% | -6% | /
39 | CN1CCN(c2nc3c(c(=O)n(C)c(=O)n3C)n2Cc2cccc3ccccc23)CC1 | -4% | 7% | 1% | 14% | -3&-6 | 2% | -22% | 11%&-3% | 4%
40 | O=C1CSC(c2ccc(Cl)cc2Cl)N1c1ccccn1 (centres undefined) | -5%[60.1 µM] | -25% | 22% | 15%[11.4 µM] | -5 | 1% | -5% | -13% | 0%
41 | O=C(CN1CCN(c2ccc([N+](=O)[O-])cc2Cl)CC1)N1CCOCC1 | -11% | -14% | 24% | -6% | -3 | 0% | -13% | 2% | 1%
42 | NC(c1ccccc1)c1ccncc1 (centres undefined) | 4% | -11% | 12% | 16% | -3 | -6% | -1% | ? | -8%
43 | O=C(CC(SCCO)c1ccc([N+](=O)[O-])cc1)c1ccco1 (centres undefined) | -19% | 4% | -2% | 58%[activator] | -7 | 3% | 1% | 11% | -4%
44 | COCC(=O)Nc1ccc2c(c1)OCO2 | -10% | 4% | 22% | 13% | -10 | -13% | -2% | 143%[activator] | -3%
45 | CCOC(=O)c1sc(NC(=S)NC(=O)CC(C)C)cc1C | -5% | -4% | 19% | -11%[11.4 µM] | 4 | -7% | ? | ? | -4%
46 | OC(CN1CCCCC1)c1ccc2c3c(cccc13)CC2 (centres undefined) | -8% | -9% | / | -11% | -11 | 3% | / | -27% | /
47 | CCC(C)NC(=O)c1cccc(OCc2c(C)noc2C)c1 (centres undefined) | 0% | 9% | -1% | -51% | -7 | 11% | -8% | -11% | 5%
48 | Cc1ccc(N2C(=O)N(CC(=O)Nc3ccc(C)cc3C)C(=O)C2C)cc1 (centres undefined) | -9% | -21% | 2% | -11% | -2 | 1% | ? | ? | -6%
49 | CCN(c1cccc2ccccc12)S(=O)(=O)c1ccc(Cl)nc1 | -3% | -15% | 0% | -13% | 6 | 2% | -6% | 1% | -11%
50 | CCOc1ccccc1CNC(=O)Cn1c(=O)c2cccn2c2ccc(F)cc21 | 1% | -4% | -14% | -10% | 4 | -1% | -7% | -16% | /
51 | CCOc1ccc(N(C)S(=O)(=O)c2ccc(C)c(C(=O)NCc3cccs3)c2)cc1 | -6% | -8% | / | -9% | -4 | 4% | / | 5% | 13%
